# SMARCA2 activ – activators of SMARCA2 function; MG213 cells, MMTV-luciferase reporter, dexamethasone, overnight; activation, % at 9.1 µM; 370,000 compounds, 1% hits; AID 652017; in the data active = activation above about 7.8%;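 note: 0% = vehicle wells and 100% = reference activator wells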
# NR1D1 modulator – modulators of human Rev-erb alpha DNA binding; activity, % at 10 µM; 370,000 compounds, 0.79% hits; Rev-erbα–FITC-DNA binding, fluorescence polarization, 90 min; P20393; AID 1259318;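 active = activity above about 14%, limit read from the data; passing the limit was not always enough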;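 note: 0% = DMSO wells with 35 nM protein and 100% = DMSO wells with 750 nM protein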
# Target sequence (P20393 whole entry, looked up): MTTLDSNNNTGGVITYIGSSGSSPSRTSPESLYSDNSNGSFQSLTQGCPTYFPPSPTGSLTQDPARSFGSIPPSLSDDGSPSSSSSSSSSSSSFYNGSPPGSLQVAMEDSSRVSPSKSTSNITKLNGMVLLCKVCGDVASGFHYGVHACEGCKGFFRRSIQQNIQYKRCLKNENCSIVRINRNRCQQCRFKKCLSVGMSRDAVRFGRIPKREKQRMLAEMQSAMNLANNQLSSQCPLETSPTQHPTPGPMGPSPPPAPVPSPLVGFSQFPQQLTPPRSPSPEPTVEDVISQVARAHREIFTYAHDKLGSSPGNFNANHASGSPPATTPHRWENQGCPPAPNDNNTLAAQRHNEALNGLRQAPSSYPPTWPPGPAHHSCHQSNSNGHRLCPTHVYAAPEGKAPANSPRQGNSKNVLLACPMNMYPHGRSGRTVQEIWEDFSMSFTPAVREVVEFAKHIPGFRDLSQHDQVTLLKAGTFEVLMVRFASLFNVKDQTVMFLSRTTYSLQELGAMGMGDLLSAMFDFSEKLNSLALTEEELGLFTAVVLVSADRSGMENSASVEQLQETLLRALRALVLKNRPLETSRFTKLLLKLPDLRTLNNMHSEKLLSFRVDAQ
# PG9 Ab binder – binds the HIV-1 gp120 antibody PG9; TR-FRET gp120-PG9 antibody binding; inhibition, % at 6.7 µM; 360,000 compounds, 0.43% hits; AID 624416; in the data active = inhibition above about 8.5%
# GC-A act – GC-A (human) enzyme activation | P16066 | activation, % at 10 µM | 370,000 compounds, 0.14% hits | HEK293 GC-A cells, cGMP TR-FRET, EC30 ANP; 0% at EC30 ANP, 100% saturating ANP; in the data active = activation above about 40%
# HTRA1 inhibitor – inhibitors of human serine peptidase HTRA1; inhibition, % at 5.96 µM; 340,000 compounds, 0.5% hits; AID 504803; recombinant HTRA1, FP-rhodamine activity-based probe, fluorescence polarization; in the data active = inhibition above about 36%;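 note: 0% = enzyme with DMSO and 100% = wells lacking enzyme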
# mABHD4 FP – inhibits mouse alpha/beta hydrolase domain 4. inhibition, % at 8.92 µM. 370,000 compounds, 0.54% hits. purified mABHD4, FP-Rh probe fluorescence polarization;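 active = inhibition exceeding the mean over every tested compound plus 3 SD, cut at about 30% in these data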;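 note: 0% = plate median of compound wells and 100% = S159A mutant with DMSO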
#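 Test system: mouse ABHD4 enzyme, wild type. Reagent: FP-Rh fluorescent activity-based probe, added after compound pre-incubation. Timing: pre-incubation 45 min, probe exposure 60 min, at 25 °C. Technique: FP readout, ex 525 nm / em 598 nm. Benchmarks: high control S159A mutant with DMSO, low control median of compound wells.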
# rCAG binder – molecules binding r(CAG) RNA repeats; 370,000 compounds, 1.3% hits; inhibition, % at 3 µM; AID 651821; r(CAG) RNA repeat, TO-PRO-1 dye displacement fluorescence;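 active = inhibition above the plate cutoff, the mean of all test compounds on that plate plus 3 SD, cut at about 35% in these data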;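 note: 0% = DMSO alone and 100% = 100 µM mitoxantrone as full dye displacement; higher means more dye released from RNA so lower well fluorescence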
# ARFGAP1 inh – inhibitors of rat ARFGAP1. Q62848. Arfgap1-stimulated ARF1 GTP hydrolysis, GDP FP detection. inhibition, % at 16.5 µM. 360,000 compounds, 0.26% hits. AID 651572;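 active = inhibition above a per-plate limit, mean inhibition of low control wells plus 3 SD, cut at about 25% in these data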;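 note: 0% = DMSO wells with enzyme and 100% = wells lacking Arfgap1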
# Target sequence (Q62848 1-136 limits assumed): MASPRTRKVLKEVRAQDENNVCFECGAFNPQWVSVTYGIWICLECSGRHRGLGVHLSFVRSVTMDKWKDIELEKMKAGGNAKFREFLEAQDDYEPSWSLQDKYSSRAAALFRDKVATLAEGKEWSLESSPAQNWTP
#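 Assay system: Rat Arfgap1 GAP domain (His6, aa 1-136), purified enzyme | Buffer or medium: HEPES 25 mM pH 7.5, NaCl 150 mM, MgCl2, DTT | Schedule: GTP hydrolysis reaction 2 h at 25 °C | Signal: FP of antibody-bound GDP Alexa 633 tracer, ex 620/em 688 nm | Measure: Percent inhibition of Arfgap1-stimulated GTP hydrolysis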
# GC-B act – GC-B (human) receptor activation; 370,000 compounds, 0.11% hits; HEK293-GC-B cells, CNP EC30, cGMP TR-FRET; 0% at EC30 CNP, 100% saturating CNP; P20594; activation, % at 10 µM;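 active = activation at 10 µM reaching about 35% in either raw or pattern-adjusted values, limit read from the data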
# ASAP1 inh – inhibitors of human ASAP1 ArfGAP activity | ASAP1-stimulated ARF1 GTP hydrolysis, GDP FP detection | 360,000 compounds, 0.19% hits | inhibition, % at 16.5 µM | Q9ULH1; in the data active = inhibition above about 25%;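 note: 0% = vehicle with enzyme and substrate and 100% = no enzyme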
# * marks the source's active call; other numbers are inactive results; . = not tested or not shown. Compounds as they come; overall some 4.4% were active at least once.
entry	Structure	mABHD4 FP	ARFGAP1 inh	rCAG binder	GC-B act	NR1D1 modulator	GC-A act	ASAP1 inh	HTRA1 inhibitor	PG9 Ab binder	SMARCA2 activ
1	Cc1ccc(-c2nn(C)c(=O)c3ccccc23)cc1S(=O)(=O)NCCN1CCOCC1	1	-3	2	-2	-10	4	2	-5	0.9	1
2	CCc1ccc(NC(=S)Nc2cccc3cnccc23)cc1	13	0	5	-3	11	-2	10	-6	-0.7	-2
3	COc1ccccc1C(=O)NCCN=C1NS(=O)(=O)c2ccccc21	2	-9	2	-1	0	-3	-13	4	-1.5	4
4	CC1(C(=O)NS(=O)(=O)Cc2cccc(Cl)c2)CCN1C(=O)C1(c2ccc(Cl)cc2)CC1 (configuration not stated)	13	4	54*	-1	-9	3	3	.	-0.8	-5
5	CCC(CC)NC(=O)Nc1cccc(C)c1C	-2	-3	2	-7	4	1	-11	-6	-0.6	-1
6	CN(C(=O)CN1C(=O)S/C(=C\c2ccccc2Cl)C1=O)C1CCS(=O)(=O)C1 (configuration not stated)	1	7	1	3	-2	5	-1	0	-0.6	-4
7	Cc1cc(=O)oc2cc(OC(C)C(=O)NC3CCCC3)ccc12 (configuration not stated)	6	3	0	-3	3	-2	0	-2	-1.6	3
8	Cc1cc2cc3c(cc2nc1SCC(=O)Nc1ccccc1)CCC3	4	-3	2	6	33*	3	-7	-8	-0.9	-1
9	CCN(CC)S(=O)(=O)c1ccc2c(c1)c(=O)c(C(=O)N1CCN(c3ccccc3)CC1)cn2C	4	-4	-2	1	-3	1	10	-3	1.2	0
10	c1ccc(-c2cc3c(N4CCN(c5ncccn5)CC4)ncnc3s2)cc1	8	-3	4	5	14	52*	-2	-13	3.4	-4
11	Cc1cccc(OCCCc2c(C)n[nH]c2C)c1	-3	-9	-5	1	-4	3	16	3	0.3	-3
12	CC(C)(C)c1ccc(OCC(=O)Nc2ccc3c4c(cccc24)C(=O)NC3=O)cc1	-4	-4	-2	-5	7	-7	13	-7	-2.6	-3
13	Cc1oc(-c2cc(F)ccc2F)nc1CN1CCN(c2ncnc3ccccc23)CC1	-1	-5	-5	-1	5	3	0	-6	0.5	-6
14	O=C(c1ccc(N2CCOCC2)cc1[N+](=O)[O-])N1CCOCC1	-13	3	-6	1	-1	4	0	.	0.0	-3
15	CC(C)OCC(O)CS(=O)Cc1ccccc1 (configuration not stated)	3	-21	-3	7	-2	-1	-5	1	0.9	1
16	Cc1sc2ncnc(N[C@@H](Cc3ccccc3)C(=O)O)c2c1C	5	2	8	4	0	-2	0	3	-1.2	2
17	O=C(Nc1ccc2c(c1)CN(Cc1ccc(CO)o1)CC2)c1ccc(C(F)(F)F)cc1	-5	11	9	1	-5	4	-12	-16	-2.2	-1
18	COc1ccccc1C(=O)NC(=O)COC(=O)CNC(=O)c1ccccc1F	-1	-12	2	-1	-2	-3	-11	1	-0.7	-2
19	CN(C)C(=O)C[C@H]1C[C@@H]2c3cc(NC(=O)NC4CCCC4)ccc3O[C@@H]2[C@@H](CO)O1	-1	-9	1	-2	5	2	9	.	0.3	-2
20	CC(C)CNS(=O)(=O)c1ccc(OCC(=O)Nc2ccc(F)cc2F)cc1	-5	-1	-5	-1	2	-4	-7	0	2.4	0
21	O=C(NCc1ccco1)c1cc2cc(Br)ccc2o1	-13	1	3	-3	-1	5	-4	-3	-2.9	3
22	Cc1cc(C)cc(N(C(=O)c2sc(C)nc2C)C(C(=O)NC(C)(C)C)c2ccncc2)c1 (configuration not stated)	0	-18	-2	-3	-4	-10	-7	4	-0.5	-5
23	Cc1nc2c3ccccc3nc(NNC(=O)CCC(=O)NC3CCCC3)n2n1	3	11	-1	-1	-1	0	3	4	0.9	-3
24	Cc1cc(CNC(=O)c2cc(COc3c(F)cccc3F)on2)nn1C	-2	-5	-2	3	-3	3	22	-3	-2.7	-1
25	COC(=O)C1=C(C(=O)OC)[C@@H]2N(C)c3ccc(OC)cc3[C@@]23C[C@@H](C(=O)OC)N(C(=O)c2ccc(Br)cc2)C3=N1	1	10	0	-20	-2	-17	5	2	-0.2	1
26	Cc1ccc(CN(C)C(=O)CN2C(=O)NC3(CCCC3)C2=O)o1	6	9	3	5	2	2	2	12	-1.8	-1
27	O=C(CSc1ccc(Cl)cc1)N1CCN(c2ccc([N+](=O)[O-])cc2Cl)CC1	2	10	1	-17	-2	-24	-3	-26	1.4	-8
28	CC(C)N1C(=O)CN(C2CCCCCC2)C(=O)C1c1ccccc1F (configuration not stated)	4	8	-6	-3	-3	2	-8	10	-0.9	4
29	O=C(COC(=O)CNC(=O)c1ccc(Cl)cc1)Nc1ccc(Cl)cc1C(F)(F)F	3	16	-4	-5	-6	10	-12	3	-0.2	-3
30	C#CCNC(=O)C1=C[C@@H](c2coc3ccccc3c2=O)C[C@@H](OCCCCO)O1	3	-6	-2	3	1	0	5	3	-1.6	0
31	CCSc1nnc(Nc2ccc(C)cc2)s1	1	11	0	3	-4	3	-11	-1	-1.7	6
32	O=C(COc1ccccc1)Nc1ccncc1	1	4	0	6	0	1	-5	0	2.1	2
33	COc1cccc2c1C(=O)c1c(O)c3c(c(O)c1C2=O)C[C@](O)(C(C)=O)C[C@H]3O[C@@H]1C[C@@H](N)[C@@H](O)[C@@H](C)O1	68*	4	0	-4	13	12	5	68*	-13	-12
34	COc1cc(C(=O)O)cc(NC(=O)c2ccco2)c1OC	5	-6	2	0	7	2	9	6	-1.6	0
35	CC(C)N(CCNC(=O)COc1ccc2oc3c(c2c1)CCCC3)C(C)C	2	0	-12	1	-3	3	10	-4	2.5	-2
36	CCOC(=O)N1CCN(CCC(=O)Nc2ccc(C)cc2)CC1	-11	-8	3	3	1	4	11	-3	0.2	-4
37	O=C(c1ccc(Cl)cc1)N1CCCOC1	1	7	4	2	-3	4	9	-6	-4.1	-3
38	Cc1cc(SCC(=O)N/N=C/c2ccc(O)c(O)c2)nc2ccccc12	35*	0	13	0	2	-3	12	78*	-2.6	-1
39	Cc1ccc(-c2cc(C(=O)N/N=C/C=C/c3ccccc3)n[nH]2)s1	-44	14	13	-1	-17	0	15	-69	-2.2	1
40	CC(=O)c1cccc(-c2cnc3c(NC=O)cc(-c4ccccc4F)cn23)c1	6	2	7	10	-7	2	6	.	-1.6	0
41	O=C(c1ccc(F)cc1)N1CCCC(C(=O)N2CCN(c3ccccc3)CC2)C1 (configuration not stated)	3	4	-6	-4	-2	-2	-12	2	1.1	-5
42	COCCNC(=S)N1CCN(S(C)(=O)=O)CC1	6	-3	-1	1	4	2	-13	9	-1.9	0
43	O=C1COc2ccc(C(=O)c3ccccc3C(=O)NCc3ccco3)cc2N1	-2	20	-8	-6	0	-8	5	-5	1.6	0
44	COC(=O)CCSc1cc([N+](=O)[O-])cc2c1c(C1OCCS1)nn2-c1ccccc1 (configuration not stated)	-3	5	9	8	7	4	8	-11	-0.6	0
45	Cc1nc2sc3c(c2c(=N)n1N)CC(C)(C)OC3	7	-1	1	-1	-1	5	0	1	2.6	0
46	COc1ccccc1-n1c(=S)[nH]c2c(sc(=S)n2-c2ccccc2C)c1=O	1	6	7	2	4	-2	-6	-15	-0.9	0
47	Cc1nnc(SC(C)C(=O)Nc2ccc3c(c2)OCCO3)s1 (configuration not stated)	7	1	-1	-8	-2	2	-14	8	1.6	-1
48	Cc1ccc(S(=O)(=O)n2cnc3cc([N+](=O)[O-])ccc32)c(C)c1	4	-11	-3	5	-1	1	7	2	-0.2	-2
49	CCOC(=O)CNS(=O)(=O)c1cc(-c2n[nH]c(=O)c3ccccc23)ccc1C	21	4	0	-3	1	-5	-4	-2	0.1	-8
50	O=C(NCc1ccccc1C(F)(F)F)C1CC(c2cc(C(F)(F)F)cc(C(F)(F)F)c2)=NO1 (configuration not stated)	-1	15	-2	-11	5	-5	13	-13	1.3	-1

# Some of the entries so far, screen by screen.
40: CC(=O)c1cccc(-c2cnc3c(NC=O)cc(-c4ccccc4F)cn23)c1
41: O=C(c1ccc(F)cc1)N1CCCC(C(=O)N2CCN(c3ccccc3)CC2)C1 (configuration not stated)
42: COCCNC(=S)N1CCN(S(C)(=O)=O)CC1
43: O=C1COc2ccc(C(=O)c3ccccc3C(=O)NCc3ccco3)cc2N1
44: COC(=O)CCSc1cc([N+](=O)[O-])cc2c1c(C1OCCS1)nn2-c1ccccc1 (configuration not stated)
45: Cc1nc2sc3c(c2c(=N)n1N)CC(C)(C)OC3
46: COc1ccccc1-n1c(=S)[nH]c2c(sc(=S)n2-c2ccccc2C)c1=O
47: Cc1nnc(SC(C)C(=O)Nc2ccc3c(c2)OCCO3)s1 (configuration not stated)
Assay by compound	40	41	42	43	44	45	46	47
mABHD4 FP	6	3	6	-2	-3	7	1	7
ARFGAP1 inh	2	4	-3	20	5	-1	6	1
rCAG binder	7	-6	-1	-8	9	1	7	-1
GC-B act	10	-4	1	-6	8	-1	2	-8
NR1D1 modulator	-7	-2	4	0	7	-1	4	-2
GC-A act	2	-2	2	-8	4	5	-2	2
ASAP1 inh	6	-12	-13	5	8	0	-6	-14
HTRA1 inhibitor	.	2	9	-5	-11	1	-15	8
PG9 Ab binder	-1.6	1.1	-1.9	1.6	-0.6	2.6	-0.9	1.6
SMARCA2 activ	0	-5	0	0	0	0	0	-1

48: Cc1ccc(S(=O)(=O)n2cnc3cc([N+](=O)[O-])ccc32)c(C)c1
49: CCOC(=O)CNS(=O)(=O)c1cc(-c2n[nH]c(=O)c3ccccc23)ccc1C
50: O=C(NCc1ccccc1C(F)(F)F)C1CC(c2cc(C(F)(F)F)cc(C(F)(F)F)c2)=NO1 (configuration not stated)
Assay by compound	48	49	50
mABHD4 FP	4	21	-1
ARFGAP1 inh	-11	4	15
rCAG binder	-3	0	-2
GC-B act	5	-3	-11
NR1D1 modulator	-1	1	5
GC-A act	1	-5	-5
ASAP1 inh	7	-4	13
HTRA1 inhibitor	2	-2	-13
PG9 Ab binder	-0.2	0.1	1.3
SMARCA2 activ	-2	-8	-1

# (more compounds)
entry	Structure	mABHD4 FP	ARFGAP1 inh	rCAG binder	GC-B act	NR1D1 modulator	GC-A act	ASAP1 inh	HTRA1 inhibitor	PG9 Ab binder	SMARCA2 activ
51	C[C@]1(C(=O)NCc2cc(F)cc(C(F)(F)F)c2)C=C[C@@H](Cc2ccccc2)N1C(=O)c1ccccc1	-9	-4	-1	-3	1	-4	-7	-31	-0.9	-1
52	Cc1ccccc1OCC(=O)N/N=C/c1ccco1	0	-1	-2	.	.	.	5	-1	1.3	-3
53	O=C(Nc1ccccc1O)c1ccc2c(c1)C(=O)N(N1C(=O)c3ccccc3C1=O)C2=O	0	-1	3	1	-6	2	-3	2	-2.4	-1
54	NC(=O)CC(NC(=O)c1ccccc1)c1ccc(N2CCc3ccccc3C2)c([N+](=O)[O-])c1 (configuration not stated)	1	-3	10	6	6	-1	9	2	1.9	-2
